High-throughput results deposited in PubChem by several laboratories.
Shn3 inh set2 = Schnurri-3 reporter inhibition in Clone20 osteoblasts; Clone20 osteoblast Shn3 3'UTR firefly luciferase, 24 h; inhibition, % at 12.5 µM; 360,000 compounds, 0.52% hits;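 active = mean inhibition of at least 75% with every replicate also reaching 75%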;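 also: 0% = median of neutral control wells and 100% = pilot-screen positive control compound; some compounds past the cut are filed as inactive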
NR2E3 ag-1 = NR2E3 (human) agonism; Q9Y5X4; GST-NR2E3/biotin-RetCOR TR-FRET, 1536-well; inhibition of corepressor binding, % at 4.78 µM; 320,000 compounds, 0.12% hits; AID 2300;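 active = percent inhibition above the cutoff of mean plus 3 SD of all tested compounds, set per screening campaign, cut at about 20% in these data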;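 also: 0% = DMSO wells and 100% = biotin wells as full block of FRET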
Target sequence (Q9Y5X4 whole entry, looked up): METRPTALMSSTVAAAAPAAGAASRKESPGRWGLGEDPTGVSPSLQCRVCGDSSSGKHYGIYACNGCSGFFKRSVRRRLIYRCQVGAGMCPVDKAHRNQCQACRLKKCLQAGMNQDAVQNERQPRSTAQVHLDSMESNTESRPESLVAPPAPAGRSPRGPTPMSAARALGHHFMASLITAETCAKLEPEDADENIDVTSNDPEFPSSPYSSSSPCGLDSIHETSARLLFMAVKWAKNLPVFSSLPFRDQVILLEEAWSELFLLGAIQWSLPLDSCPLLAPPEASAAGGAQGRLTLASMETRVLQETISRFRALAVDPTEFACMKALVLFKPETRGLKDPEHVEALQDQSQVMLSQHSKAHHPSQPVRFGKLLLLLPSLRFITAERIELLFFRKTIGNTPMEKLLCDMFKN
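System: GST-NR2E3 and biotin-RetCOR proteins; probe or stimulus: 7 nM biotin-RetCOR; doses: compound at 4.8 µM, single dose; schedule: Compound–protein incubation for 5 h at 4 °C; detection: time-resolved FRET; read-out: percent inhibition; controls: biotin wells as high control, 0.6% DMSO wells as low control; format: 1536-well plates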
NR2E3 ag-2 = agonists of human NR2E3 nuclear receptor; Q9Y5X4; 360,000 compounds, 0.35% hits; AID 602229; inhibition of corepressor binding, % at 3.98 µM; CHO-S Gal4-NCOR/VP16-NR2E3 two-hybrid, luciferase;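 active = inhibition above the mean of all tested compounds plus 3 SD, cut at about 70% in these data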;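 also: 0% = DMSO with NR2E3 transfected cells and 100% = cells lacking NR2E3 construct; higher means lower luciferase signal from less NR2E3 corepressor binding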
TRPM1 prom inh = reduces MITF-dependent TRPM1 promoter luciferase signal. SK-MEL-5 TRPM1 promoter luciferase, 24 h. inhibition, % at 12.5 µM. 330,000 compounds, 0.83% hits. AID 488899;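 active = mean inhibition across replicates of 60% or more, whatever share of single replicates reaches that level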; also: values of inactives mirror those of a sister screen read the other way
CaV13 FRET inh = Primary screen for inhibitors of IQ motif and Ca2+-dependent inactivation inhibitor domain binding in CACNA1D, Förster resonance energy transfer in living cells, …; HEK cells, CFP/YFP FRET ICDI-IQ, plate reader, 10 min; percent FRET-ratio fall versus neutral wells; inhibition, % at 12.3 µM; 340,000 compounds, 0.098% hits; AID 743397;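 active = mean replicate inhibition of at least 30% and at least 1% of replicates passing that level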;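 also: 0% = median of the neutral control wells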
HIF-2a inh = inhibitors of HIF-2a; inhibition, % at 18.8 µM; 360,000 compounds, 0.72% hits; 786-0 RCC cells HIF-2a reporter, luciferase luminescence, overnight;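 active = inhibition of the luminescence signal of 40% or more relative to plate controls, in a single-dose primary screen at 18.75 µM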
CF NFkB block = cystic fibrosis NF-kB activation inhibition; 360,000 compounds, 0.86% hits; inhibition, % at 5 µM; KKLEB NF-kB-GFP reporter, PAF-induced, GFP fluorescence overnight; AID 588850;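 active = at least 50% inhibition at 5 µM, scaled per plate between neutral and stimulator controls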;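 also: PAF is a Pseudomonas aeruginosa culture filtrate used as stimulus; plate controls were PAF-stimulated DMSO wells for no effect and unstimulated DMSO wells for full effect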
PDI inh = blocks human protein disulfide isomerase activity | 350,000 compounds, 0.052% hits | PDI insulin aggregation turbidity, A650, 90 min | P07237 | inhibition, % at 10 µM | AID 588391;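 active = mean inhibition across replicates of 30% or more, whatever share of single replicates reach that level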;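 also: absorbance from insulin aggregation driven by PDI reduction with DTT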
Target sequence (P07237 whole entry, looked up): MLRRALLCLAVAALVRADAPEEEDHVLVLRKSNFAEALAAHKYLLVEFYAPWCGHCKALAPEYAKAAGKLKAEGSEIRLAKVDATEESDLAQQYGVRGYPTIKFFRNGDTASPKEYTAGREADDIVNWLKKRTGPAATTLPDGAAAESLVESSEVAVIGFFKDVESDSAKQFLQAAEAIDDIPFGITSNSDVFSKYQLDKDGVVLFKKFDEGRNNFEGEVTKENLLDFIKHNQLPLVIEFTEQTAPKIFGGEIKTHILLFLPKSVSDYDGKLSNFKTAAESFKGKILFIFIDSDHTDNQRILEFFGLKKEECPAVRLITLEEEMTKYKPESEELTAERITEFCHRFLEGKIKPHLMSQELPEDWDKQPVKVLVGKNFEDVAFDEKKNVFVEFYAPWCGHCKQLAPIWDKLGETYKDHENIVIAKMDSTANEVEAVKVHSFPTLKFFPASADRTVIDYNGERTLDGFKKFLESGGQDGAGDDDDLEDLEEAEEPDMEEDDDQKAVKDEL
KKLEB tox = reduces viability of KKLEB cystic fibrosis airway cells; KKLEB CF airway cells viability, ATPlite luminescence, overnight; stronger effect = lower value; cells stimulated with P. aeruginosa culture filtrate; activity change (cytotoxicity), % at 5 µM; 360,000 compounds, 0.36% hits; AID 602141;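 active = corrected activity change at or below -50% at 5 µM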
Vif inh = inhibitors of HIV Vif; inhibition, % at 7.49 µM; AID 602346; HEK293T cells, Vif self-association by quenched fluorescence, imaging, 24 h; 340,000 compounds, 0.35% hits; in the data active = inhibition above about 50%, passing the limit was not always enough; also: some results filed as inactive read as strong as hits
Peg3 prom inh = reduces Peg3 promoter-driven luciferase expression in HeLa; HeLa PEG-Prom luciferase reporter, luminescence, overnight; inhibition, % at 20 µM; 360,000 compounds, 1.7% hits;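 active = inhibition of at least 50% at 20 µM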
Numbers without * were called inactive; . = not tested or not shown.

#	SMILES	Shn3 inh set2	NR2E3 ag-1	NR2E3 ag-2	TRPM1 prom inh	CaV13 FRET inh	HIF-2a inh
1	CC(=O)N1c2ccc(S(=O)(=O)NCCc3ccc(Cl)cc3)cc2CC1C (stereo unspecified)	4	-1	37	4	-2	19
2	CN1/C(=C\C(=S)NC(=O)c2ccc([N+](=O)[O-])cc2)C(C)(C)c2ccccc21	16	0	20	7	-5	25
3	Cc1cccc(NC(=S)NC2CC3CCCC(C2)N3Cc2ccco2)c1 (stereo unspecified)	5	-5	10	-10	-7	5
4	COc1ccc(/C=C2\SC(=S)N(NS(=O)(=O)c3ccc(C)cc3)C2=O)c(OC)c1	0	-4	-33	4	-4	29
5	CCNC(=S)N1CCN(c2ccccc2OCC)CC1	4	0	8	-4	-5	20
6	COc1ccc(N(CC(=O)Nc2nccs2)S(=O)(=O)c2c(C)[nH]c(=O)[nH]c2=O)cc1	-10	2	-5	11	-5	5
7	COc1cc(/C=C2/SC(=S)N(CC(=O)O)C2=O)ccc1OC(=O)c1cccs1	.	1	-10	-10	-6	13
8	COc1ccc(C2CC(=O)N(C)c3ccccc3S2)cc1 (stereo unspecified)	-2	4	6	4	-5	-29
9	Cc1ccc(NC(=O)Cn2c(CCC(=O)O)ccc2-c2ccc(Cl)cc2)cc1	19	-1	-11	-7	.	17
10	CC(C)(C)OC(=O)C[C@@H]1C/C=C\C[C@@H](CC(=O)N[C@@H](CO)Cc2ccccc2)C(=O)NC[C@@H](c2ccccc2)OC1=O	-11	.	-13	-12	-4	11

#	CF NFkB block	PDI inh	KKLEB tox	Vif inh	Peg3 prom inh
1	-5	-1	-9	5	13
2	-19	-7	9	-4	-17
3	-1	0	3	-8	16
4	7	-13	2	-11	39
5	4	-4	1	2	21
6	2	9	-1	2	-2
7	7	9	2	9	3
8	-39	-4	-4	1	-76
9	0	3	9	0	12
10	-3	7	-4	-3	29

(continued)
#	SMILES	Shn3 inh set2	NR2E3 ag-1	NR2E3 ag-2	TRPM1 prom inh	CaV13 FRET inh	HIF-2a inh
11	Cc1ccc(-c2nnn(CC(=O)N(c3ccccc3)C(C(=O)NCC3CCCO3)c3cccs3)n2)o1 (stereo unspecified)	-12	-1	-27	15	-4	-42
12	CN1CCSc2ccc(C(=O)Nc3ccc(Cl)cc3)cc21	-130	-31	-90	-84	-5	-280
13	O=C(c1ccncc1)N(Cc1ccco1)Cc1cc2ccccc2[nH]c1=O	9	1	-1	15	-5	24
14	COc1ccc(-n2c(C)cc(C(=O)CN3C(=O)c4ccccc4C3=O)c2C)cc1	8	1	-42	-18	-4	-98
15	Nc1cc(C(=O)OCC(=O)c2ccc(CC(=O)N3CCOCC3)s2)ccc1Cl	-6	4	10	8	-7	0
16	CCN1C(=O)C(O)(CC(=O)c2cc(C)ccc2C)c2ccccc21 (stereo unspecified)	0	-1	-5	17	-5	11
17	Cn1ccnc1Sc1ccccc1[N+](=O)[O-]	-15	2	12	-1	-5	12
18	COc1ccc(C(=O)NCC(=O)N2CCN(c3ccc(F)cc3)CC2)cc1	23	3	-19	-4	-1	-4
19	CC(C)n1[nH]c2ccccc2c1=O	5	.	-4	.	-6	-14
20	Cc1[nH][nH]c(=O)c1C(c1ccc(-c2ccc(Cl)cc2)o1)c1c(C)[nH][nH]c1=O	-4	3	-28	6	-8	-34

#	CF NFkB block	PDI inh	KKLEB tox	Vif inh	Peg3 prom inh
11	10	7	-9	0	-28
12	-20	3	-2	-14	-228
13	15	0	-11	2	10
14	9	7	8	-13	-37
15	13	0	11	-2	7
16	13	-4	-2	15	-11
17	15	3	-6	-1	11
18	4	-5	-6	16	14
19	16	.	-27	3	6
20	4	-1	0	.	4

Further records
#	SMILES	Shn3 inh set2	NR2E3 ag-1	NR2E3 ag-2	TRPM1 prom inh	CaV13 FRET inh	HIF-2a inh
21	CCN(Cc1ccccc1)S(=O)(=O)c1ccc(S(=O)(=O)N(Cc2ccccn2)Cc2ccco2)cc1	30	3	0	2	-4	6
22	CCOC(=O)Cn1nc(NC(=O)c2cc(OC)cc(OC)c2)cc1C	8	0	17	4	-2	20
23	Clc1cccc(-c2ccc(C3Nc4cccc5cccc(c45)N3)o2)c1	-17	.	-10	-25	.	-18
24	NC(=O)C1(c2ccccc2)CCCN1C(=O)c1ccccc1Br (stereo unspecified)	-6	-1	16	1	-4	14
25	CC(=O)c1sc(N/N=C/c2cccc([N+](=O)[O-])c2)nc1C	-58	5	-12	-103	-4	-106
26	COc1ccc(NS(=O)(=O)c2cc(-c3nnnn3C)ccc2OC)cc1	-2	-4	-12	-10	-9	-1
27	O=C(Nc1ccc2c(c1)OCO2)c1ccc(CN2CCOCC2)cc1	-120	-2	-58	-30	-4	-186
28	O=C(Nc1ccc2c(c1)OCO2)c1cc(-c2ccncc2)nc2ccccc12	1	-2	-21	5	-7	-58
29	CC(C)(C)n1ncc2c(=O)n(CC(=O)NCc3ccccc3)cnc21	-16	1	-266	-9	-7	-72
30	COc1ccc(OC)c(N(CC(=O)N2CCOCC2)S(C)(=O)=O)c1	3	-1	21	4	-19	22

#	CF NFkB block	PDI inh	KKLEB tox	Vif inh	Peg3 prom inh
21	12	6	1	9	2
22	-6	1	2	-1	10
23	22	-7	-5	3	-11
24	-16	-1	-2	-3	19
25	-19	1	1	-10	-121
26	7	3	-1	-1	6
27	-14	3	0	2	-152
28	3	2	-9	0	-29
29	-3	10	-9	-7	-41
30	-3	-8	-10	-6	23

The final seven records of the part before open the next one.
#	SMILES	Shn3 inh set2	NR2E3 ag-1	NR2E3 ag-2	TRPM1 prom inh	CaV13 FRET inh	HIF-2a inh
24	NC(=O)C1(c2ccccc2)CCCN1C(=O)c1ccccc1Br (stereo unspecified)	-6	-1	16	1	-4	14
25	CC(=O)c1sc(N/N=C/c2cccc([N+](=O)[O-])c2)nc1C	-58	5	-12	-103	-4	-106
26	COc1ccc(NS(=O)(=O)c2cc(-c3nnnn3C)ccc2OC)cc1	-2	-4	-12	-10	-9	-1
27	O=C(Nc1ccc2c(c1)OCO2)c1ccc(CN2CCOCC2)cc1	-120	-2	-58	-30	-4	-186
28	O=C(Nc1ccc2c(c1)OCO2)c1cc(-c2ccncc2)nc2ccccc12	1	-2	-21	5	-7	-58
29	CC(C)(C)n1ncc2c(=O)n(CC(=O)NCc3ccccc3)cnc21	-16	1	-266	-9	-7	-72
30	COc1ccc(OC)c(N(CC(=O)N2CCOCC2)S(C)(=O)=O)c1	3	-1	21	4	-19	22
31	C=CCn1c2ccccc2c2nnc(SCCCn3c(=O)[nH]c4ccccc43)nc21	17	.	-5	4	.	28
32	CCOC(=O)C(CC(=O)O)=C(c1ccccc1)c1ccccc1	-8	-2	-15	7	-4	11
33	CS(=O)(=O)N1N=C(c2cccs2)CC1c1ccccc1O (stereo unspecified)	10	5	0	-1	-7	16
34	C[C@@]12C(=O)N(c3cccc(F)c3)C(=O)N1[C@H](c1ccc(F)cc1)[C@@H]1C(=O)N(C3CCCCC3)C(=O)[C@@H]12	0	4	-8	-8	.	1
35	COc1cc(C2c3cc4c(cc3OC(NCCc3ccccc3)C2C)OCO4)cc(OC)c1OC (stereo unspecified)	21	.	11	34	-7	27
36	O=C(CN1CCOCCOCCN(CC(=O)Nc2ccccc2)CCOCC1)Nc1ccccc1	-4	1	-10	-2	-4	7
37	Cc1cc(-c2nc(-c3ccc(C(C)(C)C)cc3)no2)no1	-110	4	-65	-98	-5	-271
38	CCC(Sc1nc(C)cc(=O)[nH]1)C(=O)Nc1ccc(Cl)cn1 (stereo unspecified)	-1	4	-7	.	-6	12
39	O=S(=O)(c1ccc(Cl)c(C(F)(F)F)c1)N1CCN(c2ccccn2)CC1	-3	0	-3	-6	5	17
40	O=C(NCCc1ccccc1)C1CCN(c2nc3ccccc3o2)CC1	-4	4	-21	-16	-3	-22

#	CF NFkB block	PDI inh	KKLEB tox	Vif inh	Peg3 prom inh
24	-16	-1	-2	-3	19
25	-19	1	1	-10	-121
26	7	3	-1	-1	6
27	-14	3	0	2	-152
28	3	2	-9	0	-29
29	-3	10	-9	-7	-41
30	-3	-8	-10	-6	23
31	-7	0	-2	.	65*
32	15	-24	-8	.	11
33	2	12	-1	-2	7
34	-12	-6	0	.	13
35	43	-2	-16	18	-9
36	-14	-4	3	14	-3
37	0	-8	-2	-11	-352
38	3	-13	-11	11	11
39	1	12	-3	0	4
40	-12	2	-12	1	11

Continued:
#	SMILES	Shn3 inh set2	NR2E3 ag-1	NR2E3 ag-2	TRPM1 prom inh	CaV13 FRET inh	HIF-2a inh
41	COc1ccc(CCN2CN(S(=O)(=O)c3ccc(C)cc3)c3nc4ccccc4nc32)cc1OC	-32	1	-6	-9	-6	-19
42	Cc1nc(CCNC(=O)c2cc(COc3ccc(F)cc3Cl)on2)sc1C	7	2	6	-21	-6	-104
43	O=C(CN1C(=O)C2C3C=CC(C3)C2C1=O)OCC(=O)c1ccc([N+](=O)[O-])cc1 (stereo unspecified)	5	6	-7	7	-3	-8
44	CCN(CC)C(=O)C1=C(C)N(Cc2ccc(C(C)(C)C)cc2)C(=O)C(CC(=O)NCc2ccco2)C1 (stereo unspecified)	-4	.	18	.	-7	-1
45	C(=N\Nc1nc2ccccc2[nH]1)/c1ccc2ncccc2c1	57	-1	-82	-4	-13	-73
46	Clc1ccc(Cn2c(/C=C/c3ccco3)nc3ccccc32)cc1	-30	1	-65	-45	-6	-83
47	O=C(CSc1nnc2ccccn12)NC(=O)NC1CCCCC1	17	-1	-4	-1	.	-2
48	O=C(O)/C=C/C(=O)Nc1ccc(NC(=O)c2ccccc2)c(Cl)c1	20	1	2	3	-7	4
49	Cc1cc(Cl)ccc1OC(C)C(=O)NCCc1ccc2c(c1)OCCO2 (stereo unspecified)	10	2	-44	-7	-3	18
50	CCn1cc(CCCC(=O)NCc2ccc(OC)cc2)c2ccccc21	-16	.	-10	-3	-19	-2
51	O=C(Nc1cccc2ccccc12)N1CC=CCC1	-12	-2	1	9	.	10
52	O=C(c1ccc(S(=O)(=O)NCc2ccco2)cc1)N1CCN(Cc2ccc3c(c2)OCO3)CC1	12	2	-10	12	-3	-2

#	CF NFkB block	PDI inh	KKLEB tox	Vif inh	Peg3 prom inh
41	19	6	-5	-4	-3
42	-6	2	-8	0	-16
43	-4	-5	4	-4	-9
44	-7	10	7	-1	5
45	-19	12	-5	33	-83
46	4	0	-2	-3	-128
47	-11	1	-5	.	2
48	-2	6	4	4	12
49	6	14	-19	-2	4
50	4	-7	-7	-7	12
51	-8	-1	4	-21	12
52	-1	4	6	-4	6
